Screening results as filed in PubChem.
M1 ag parental – counter-screen for M1 agonists: effect in parental CHO-K1 cells. Fluo-8 calcium fluorescence; scaled to maximal ATP response, vehicle zero. activation, % at 3 µM. 360,000 compounds, 0.48% hits. AID 602248, 2012; in the data active = activation above about 15%;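 note: untransfected CHO-K1 host cells lacking M1 receptor as counterscreen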
CHRM1 agonist – human M1 muscarinic receptor agonists, primary screen, Fluo-8 calcium fluorescence, CHO-K1 cells, HTS; Muscarinic acetylcholine receptor M1 (Homo sapiens), P11229; CHO-K1 hM1, agonist mode; 0% DMSO, 100% acetylcholine EC100; activation, % at 3 µM; 360,000 compounds, 0.33% hits;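 active = activation above the run's mean compound activation plus 3 SD, cut at about 16% in these data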;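 note: peak over basal fluorescence ratio within a 140 s kinetic read after compound addition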
Target sequence (P11229 whole entry, looked up): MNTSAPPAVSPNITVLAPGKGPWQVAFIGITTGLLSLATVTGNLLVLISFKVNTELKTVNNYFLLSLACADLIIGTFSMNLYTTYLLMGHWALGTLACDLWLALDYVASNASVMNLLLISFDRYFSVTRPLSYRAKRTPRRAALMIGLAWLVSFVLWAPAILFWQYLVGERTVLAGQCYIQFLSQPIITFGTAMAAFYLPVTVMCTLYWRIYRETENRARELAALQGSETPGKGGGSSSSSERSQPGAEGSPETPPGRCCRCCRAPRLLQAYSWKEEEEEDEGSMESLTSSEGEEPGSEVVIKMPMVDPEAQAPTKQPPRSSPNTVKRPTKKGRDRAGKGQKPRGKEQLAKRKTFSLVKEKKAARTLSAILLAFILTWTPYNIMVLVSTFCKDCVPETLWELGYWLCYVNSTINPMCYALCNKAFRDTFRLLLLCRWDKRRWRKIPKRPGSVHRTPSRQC
M4 ag – human M4 muscarinic receptor agonists, primary screen, CHO-K1 cells, Fluo-8 calcium fluorescence | Muscarinic acetylcholine receptor M4 (Homo sapiens), P08173 | CHO-K1 hM4/Gqi5; vehicle 0%, full acetylcholine response 100% | activation, % at 3 µM | 360,000 compounds, 0.14% hits | AID 624127, 2012;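 active = activation above the run mean over all test wells plus 3 SD, cut at about 32% in these data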;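 note: peak over basal fluorescence ratio per well then scaled between controls; 0% = DMSO wells and 100% = acetylcholine at EC100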
M1 PAM – human M1 muscarinic receptor positive allosteric modulators, primary screen, CHO-K1 cells, Fluo-8 calcium fluorescence, 1536-well; 360,000 compounds, 0.088% hits; CHO-K1 hM1, ACh EC20; 0% = ACh EC20, 100% = maximal ACh; activation, % at 3 µM; Muscarinic acetylcholine receptor M1 (Homo sapiens), P11229; AID 588819, 2011; in the data active = activation above about 19%, passing the limit was not always enough
OXTR potentiator – human OXTR potentiators, primary screen, fluorescence, CHO-OTR cells, Fluo-8 calcium. activation, % at 3 µM. 320,000 compounds, 0.061% hits. AID 2445, 2010. Fluo-8 calcium fluorescence, potentiator mode; 0% = oxytocin EC15, 100% = EC100;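 active = activation above that plate's cutoff, the mean activation of tested compounds plus 3 SD, cut at about 6.6% in these data, passing the limit was not always enough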;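 note: 100% uses oxytocin at 75 nM as the full agonist control; some results filed as inactive read as strong as hits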
Target sequence (P30559 whole entry, looked up): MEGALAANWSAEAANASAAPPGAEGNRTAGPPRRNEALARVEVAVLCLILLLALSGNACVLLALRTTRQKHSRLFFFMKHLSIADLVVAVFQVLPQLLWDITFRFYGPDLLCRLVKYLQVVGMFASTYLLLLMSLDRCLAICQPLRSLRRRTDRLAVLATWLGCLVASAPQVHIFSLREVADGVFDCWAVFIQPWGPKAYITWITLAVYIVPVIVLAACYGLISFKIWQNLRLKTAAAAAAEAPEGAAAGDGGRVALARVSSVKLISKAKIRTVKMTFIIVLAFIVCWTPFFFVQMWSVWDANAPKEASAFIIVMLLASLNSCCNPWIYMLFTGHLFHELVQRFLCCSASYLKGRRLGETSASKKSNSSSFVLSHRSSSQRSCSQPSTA
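System: human OTR in CHO cells; Also added: sub-maximal oxytocin, roughly EC15; Timing: compound 6 min at room temperature before oxytocin, 100 s read; Technique: Fluo-8 intracellular calcium fluorescence, ex 470-495, em 515-575 nm; Controls: oxytocin EC15 low and EC100 high; Replication: singlicate.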
CHO-K1 Ca antag – counter-screen for M1 antagonists: effect in parental CHO-K1 cells; ATP-induced calcium, Fluo-8 fluorescence; inhibition, % at 3 µM; 360,000 compounds, 0.6% hits; AID 602250;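 active = inhibition above a per-plate cutoff, the plate's mean sample inhibition plus 3 SD, cut at about 24% in these data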;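 note: 0% = DMSO plus EC80 ATP and 100% = DMSO alone without ATP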
CHRM4 antagonist – human M4 muscarinic receptor antagonists, primary screen, CHO cells, Fluo-8 calcium fluorescence. Muscarinic acetylcholine receptor M4 (Homo sapiens), P08173. CHO-hM4 cells, ACh EC80. inhibition, % at 3 µM. 360,000 compounds, 0.73% hits;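 active = inhibition above its plate's cutoff, the mean inhibition of sample wells plus 3 SD, cut at about 27% in these data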;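 note: 0% = acetylcholine EC80 with DMSO and 100% = DMSO without agonist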
CHO parental Ca – ATP-evoked calcium signal inhibitors, parental CHO, primary screen, counter-screen for OX1R antagonist project, cell-based, fluorescence, Fluo-8 calcium dye. parental CHO-K1, ATP-induced calcium, Fluo-8 fluorescence. AID 463079, 2010. 330,000 compounds, 0.63% hits. inhibition, % at 5.6 µM;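 active = inhibition above that plate's mean sample inhibition plus 3 SD, cut at about 26% in these data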;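 note: 0% = ATP-challenged DMSO wells and 100% = DMSO wells without ATP; some compounds past the cut are filed as inactive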
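material = parental CHO cells | also added = ATP as calcium-mobilizing challenge | dosing = single point at 5.6 µM | detection = intracellular calcium via Fluo-8 no-wash fluorescent dye | read-out = % inhibition | benchmarks = low control ATP plus DMSO, high control DMSO only | repeats = one well per compound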
CHRM1 antagonist – human M1 muscarinic receptor antagonists, primary screen, CHO-K1 cells, Fluo-8 calcium fluorescence, 1536-well; inhibition, % at 3 µM; AID 588852, 2011; CHO-K1 hM1, ACh EC80 antagonist; Muscarinic acetylcholine receptor M1 (Homo sapiens), P11229; 360,000 compounds, 1.3% hits;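 active = percent inhibition above its own plate's cutoff, namely the mean of that plate's compound wells plus 3 SD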;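 note: peak over basal fluorescence ratio during 140 s after agonist addition; 0% = ACh EC80 plus DMSO and 100% = DMSO alone without agonist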
* marks the source's active call; other numbers are inactive results; / = no result given.

SMILES,M1 ag parental,CHRM1 agonist,M4 ag,M1 PAM,OXTR potentiator,CHO-K1 Ca antag,CHRM4 antagonist,CHO parental Ca,CHRM1 antagonist
Cc1ccc(S(=O)(=O)N2CCCCC2)cc1NC(=O)Cn1c(=O)cnc2ccccc21,-0.3,-9.5,0.7,6.3,-5.2,9.2,1.1,-17.8,-5.8
N#Cc1cc(Cl)c(NCC2CCCO2)cc1C#N (stereo not given),0.9,-1.6,2.3,1.8,-11.7,3.8,-4.3,-8.8,-8.8
O=C(Nc1nc(-c2cccc([N+](=O)[O-])c2)cs1)c1cccc([N+](=O)[O-])c1C(=O)O,-0.3,-7.4,1.8,7.4,-3.4,10.8,-9.2,-12.9,-1.2
COC(=O)Cc1ccc(OC(=O)c2cccc(S(=O)(=O)N3CCN(C)CC3)c2)cc1,3.3,1.4,4.2,6.2,-4.3,-13.4,-7.0,-6.3,-13.0
O=C(NCCCn1ccnc1)/C(=C\c1cccnc1)NC(=O)c1ccco1,-0.3,-2.5,0.2,10.6,0.4,14.4,-0.4,-7.7,-10.1
CCOc1ccccc1Nc1nnc(SCC(=O)Nc2cc(C)on2)s1,0.1,-5.0,-0.1,-1.6,0.1,2.9,-4.5,-3.0,-1.0
CCCc1nc(SCC(=O)Nc2nnc(CC)s2)c2c(C)c(C)sc2n1,0.6,-3.4,0.5,-6.2,-11.1,-6.5,5.8,-16.4,15.4
CCOCCCN(C)C1CCN(C(=O)c2oc3ccccc3c2NC(=O)c2ccc([N+](=O)[O-])cc2)CC1,0.7,3.0,1.6,-4.9,-6.0,6.0,-3.7,-15.4,19.1
CC(C)/C=C1\CC/C(=C\c2ccc(N(C)C)cc2)C1=O,29.0*,51.8*,23.9,-11.9,-16.5,29.2*,25.0,53.1*,45.6*
COc1ccc(N2CCN(C(=O)CSc3nnnn3C3CC3)CC2)cc1,0.7,-6.0,0.5,7.2,-3.3,-18.0,-6.2,-20.8,-6.9

Remaining list, next part.
SMILES,M1 ag parental,CHRM1 agonist,M4 ag,M1 PAM,OXTR potentiator,CHO-K1 Ca antag,CHRM4 antagonist,CHO parental Ca,CHRM1 antagonist
COc1ccccc1C(CCN(Cc1ccccc1)C(C)=O)c1ccco1 (stereo not given),-0.3,-6.6,-1.7,1.0,5.7,5.2,1.5,-18.9,-3.4
CC(C)C(=O)NCCc1nc(-c2ccccc2Cl)no1,0.3,-2.8,0.5,5.2,0.9,-21.3,-13.1,-5.0,-10.2
CC(C)NC(=O)N(C)C[C@H]1Oc2ccc(NS(=O)(=O)c3ccc(F)cc3)cc2C(=O)N([C@H](C)CO)C[C@@H]1C,-0.3,-3.5,0.9,-6.1,-4.6,-3.3,-4.7,4.6,11.8
Cc1ccc(C(=O)O)cc1NC(=O)CN1C(=O)C2C3c4ccccc4C(Br)(c4ccccc43)C2C1=O (stereo not given),0.2,-4.7,0.2,9.9,-7.2,3.4,-1.9,-4.2,-8.5
CNC(=S)N(CCc1c(C)[nH]c2ccc(Cl)cc12)Cc1cccnc1,0.8,-0.8,4.1,-1.2,-12.6,12.4,-6.6,-5.2,7.8
O=C(CNC(=O)c1ccc2ccccc2c1)NCc1ccc(F)cc1,1.1,-4.1,2.4,-0.8,-8.0,-11.1,0.7,-12.2,2.1
CC(C)(C)c1cc(-c2ccccc2)n[nH]1,-0.3,-4.2,-0.9,2.2,-14.1,3.8,4.4,-6.5,-6.5
O=C(NN1C(=O)c2ccccc2NC1c1cccnc1)c1ccccc1 (stereo not given),0.5,-3.4,1.2,11.0,-9.6,-17.7,5.5,-7.2,-5.6
Cc1ccccc1-c1ccc(CN2CCN(C)C(CCO)C2)cc1 (stereo not given),3.6,-5.4,3.8,5.6,-6.6,-2.1,0.9,-8.4,-11.6
O=C1c2cccc3cccc(c23)C(=O)N1c1ccc(O)cc1,-0.5,1.0,-0.2,-7.8,2.1,18.3,-0.7,2.4,-11.3

Additional entries:
SMILES,M1 ag parental,CHRM1 agonist,M4 ag,M1 PAM,OXTR potentiator,CHO-K1 Ca antag,CHRM4 antagonist,CHO parental Ca,CHRM1 antagonist
O=C(NCc1ccccc1)N1CCN(c2ccccc2F)CC1,0.5,-3.9,0.8,-4.3,-5.3,12.2,-4.9,-10.4,-8.1
O=C(O)c1ccccc1-n1cccc1C(=O)O,0.6,-0.1,0.9,6.0,-4.4,-5.9,-1.0,7.7,-3.1
CN1CCN(C2CCCCC2NS(=O)(=O)c2ccc(Cl)cc2)CC1 (stereo not given),0.3,-5.3,1.2,-2.2,-6.0,3.3,4.8,-16.2,10.7
CC(=O)OCC1OC(c2ccccc2)C(OC(C)=O)C(OC(C)=O)C1OC(C)=O (stereo not given),0.6,-2.1,1.8,2.7,-2.0,-5.3,7.2,-15.9,0.7
CCOP(=O)(c1ccccc1)c1nc(-c2ccccc2C)oc1NCc1ccccc1 (stereo not given),1.1,-3.8,0.1,12.7,-4.5,-6.1,7.8,-40.0,-19.9
Cc1ccc(Cn2ccc(NC(=O)c3cc(-c4ccccc4)on3)n2)cc1,0.1,-5.2,1.3,-3.9,-6.3,-7.0,-5.4,-18.9,-4.9
CN(CC(=O)Nc1ccc(S(=O)(=O)N2CCOCC2)cc1)Cc1ccc(F)cc1,2.0,-5.3,4.4,6.5,-5.3,10.5,-0.4,-2.4,-10.3
COc1ccc(C(=O)NCC(=O)OCC(=O)Nc2ccc(C)c(S(=O)(=O)N(C)C)c2)cc1OC,1.1,-3.6,1.0,4.1,2.9,-8.3,5.4,-0.9,3.1
COc1ccc([N+](=O)[O-])cc1N(CC(O)CN(C)C)S(=O)(=O)c1ccccc1 (stereo not given),0.2,-4.6,0.5,-0.5,-7.6,-9.2,-0.1,-3.4,6.7
O=C(COc1cccc2cccnc12)NCC(F)(F)F,0.1,-1.3,0.8,5.7,-6.4,-5.4,-17.0,-12.2,-4.4

The listing continues:
SMILES,M1 ag parental,CHRM1 agonist,M4 ag,M1 PAM,OXTR potentiator,CHO-K1 Ca antag,CHRM4 antagonist,CHO parental Ca,CHRM1 antagonist
CN(C)c1cccc(C(=O)OCC(=O)NCc2ccco2)c1,0.2,-3.9,1.3,1.8,-7.2,-5.8,-6.2,-20.7,-2.2
CC(C)CCC1(C)NC(=O)N(CC(=O)Nc2ccc3c(c2)OCCO3)C1=O (stereo not given),-0.1,-3.4,2.5,2.1,-3.9,21.5,8.0,14.0,-6.3
O=C(NC(=S)NNC(=O)c1ccccc1[N+](=O)[O-])c1ccccc1,0.1,-1.5,-0.1,8.9,-11.7,-0.8,-4.7,-5.3,-6.0
CC(C)c1nnc(NC(=O)CCC(=O)N2CCN(c3cccc(Cl)c3)CC2)s1,0.4,-1.8,1.0,7.3,-7.5,-6.8,-0.4,-3.5,-6.2
C=CCN(c1ccccc1OC)S(=O)(=O)c1cccc(C(=O)NCc2cccs2)c1,0.8,-5.1,5.9,7.5,/,1.7,-11.2,/,-6.7
COc1ccccc1CCc1nnc(CCC(=O)N(C)Cc2cccc3cnccc23)o1,0.3,-7.4,2.0,-9.0,5.6,25.3*,6.6,-9.3,15.6
COc1ccccc1NS(=O)(=O)c1ccc(C(=O)NCC(c2ccc(F)cc2)N2CCOCC2)cc1 (stereo not given),1.8,-0.7,5.9,21.4,-2.4,-17.8,-10.2,-12.4,-11.4
O=C(COC(=O)Cc1ccccc1[N+](=O)[O-])NCc1ccccc1Cl,0.2,-9.8,1.4,2.8,2.1,9.0,1.7,-9.9,-4.9
Cc1ccc(NC(=O)c2c(C(F)(F)F)nn(C)c2SCc2cccc(C(F)(F)F)c2)cc1C,1.2,-5.5,-1.3,-5.3,-4.6,0.0,10.5,67.4*,1.2
CC(C)N(C)CCOC(=O)c1ccc2c(c1)OCCO2,0.8,-4.6,-0.4,-3.6,-5.0,-12.9,-4.8,6.4,8.8

Next section.
SMILES,M1 ag parental,CHRM1 agonist,M4 ag,M1 PAM,OXTR potentiator,CHO-K1 Ca antag,CHRM4 antagonist,CHO parental Ca,CHRM1 antagonist
O=C(Cc1ccccc1F)Nc1cc(Cl)ccc1N1CCCC1,-0.3,-9.7,0.8,-1.3,-15.1,-7.1,-4.6,-14.5,-10.7
O=C(NCCCN1CCCC1=O)c1c(O)nc2sccn2c1=O,-0.1,-0.9,0.5,7.9,0.5,-1.2,-0.6,6.7,-9.2
CCOC(=O)c1c(-c2ccccc2)csc1NC(=O)C(C)NCCCN1CCOCC1 (stereo not given),0.7,-5.5,2.0,6.3,-7.4,-8.8,-3.1,-11.4,-4.2
O=C(CSc1nnc(-c2ccc(O)cc2)n1Cc1ccco1)c1ccccc1,1.2,-1.6,1.3,5.5,-16.6,7.4,9.8,-11.2,-2.4
COC(=O)c1ccc(-c2nc(CN3CCN(C(=O)c4ccco4)CC3)c(C)o2)cc1,0.4,-0.6,3.1,2.8,/,21.8,-13.1,/,-8.8
COC(=O)C1CCN(S(=O)(=O)Cc2ccccc2Cl)CC1,0.8,-1.8,1.8,12.9,/,-7.2,-7.4,/,-15.0
COc1ccc(C(C)=O)cc1COC(=O)c1cnc(C)cn1,0.0,-2.1,-0.2,0.3,1.4,2.6,1.7,-6.5,6.0

Compound profiles, from the list above. Order of values: M1 ag parental	CHRM1 agonist	M4 ag	M1 PAM	OXTR potentiator	CHO-K1 Ca antag	CHRM4 antagonist	CHO parental Ca	CHRM1 antagonist
`COC(=O)C1CCN(S(=O)(=O)Cc2ccccc2Cl)CC1` as listed: 0.8	-1.8	1.8	12.9	/	-7.2	-7.4	/	-15.0
`O=C(CSc1nnc(-c2ccc(O)cc2)n1Cc1ccco1)c1ccccc1` as listed: 1.2	-1.6	1.3	5.5	-16.6	7.4	9.8	-11.2	-2.4
